# HCV core dimer = HCV core protein dimerization inhibition; TR-FRET GST/Flag-core106 dimerization, 1536-well; inhibition, % at 5 µM; 300,000 compounds, 0.33% hits;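 active = inhibition above the mean of all tested compounds plus 3 SD, set per screening campaign, cut at about 45% in these data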
#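 assay system = GST-tagged and Flag-tagged HCV core protein residues 1-106 | controls = unlabelled core106 and no-GST-core106 wells | incubation = compound-protein-antibody incubation 4 h at 22.5 °C | probe or stimulus = Eu donor and XL665 acceptor anti-tag antibodies | read-out = % inhibition based on acceptor/donor emission ratio | signal = TR-FRET 671 and 617 nm emission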
# Fh CTSL1 inh = blocks F. hepatica cathepsin L1 in PFM18AAP counter-screen | recombinant F. hepatica cathepsin L1, Z-Leu-Arg-MCA fluorescence | inhibition, % at 5.96 µM | 300,000 compounds, 0.49% hits;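 active = inhibition above the mean of all tested compounds plus 3 SD, set per screening campaign, cut at about 17% in these data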;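 note: 0% = plate median of test compound wells and 100% = 1 µM Z-Phe-Ala-diazomethylketone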
# JMJD2C inh = inhibitors of human GASC-1 (JMJD2C) demethylase; GST-JMJD2C(1-420) H3K9me3 demethylation, DELFIA europium; inhibition, % at 2.35 µM; 330,000 compounds, 0.069% hits;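 active = more than half of a compound's replicate wells show inhibition beyond 50%, single wells judged on their own value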;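 note: signal counts dimethyl H3K9 product captured on neutravidin plate; 0% = median of DMSO wells and 100% = 0.3 times that DMSO median; strong numbers were not always called active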
# Target sequence (Q9H3R0 1-420 limits assumed): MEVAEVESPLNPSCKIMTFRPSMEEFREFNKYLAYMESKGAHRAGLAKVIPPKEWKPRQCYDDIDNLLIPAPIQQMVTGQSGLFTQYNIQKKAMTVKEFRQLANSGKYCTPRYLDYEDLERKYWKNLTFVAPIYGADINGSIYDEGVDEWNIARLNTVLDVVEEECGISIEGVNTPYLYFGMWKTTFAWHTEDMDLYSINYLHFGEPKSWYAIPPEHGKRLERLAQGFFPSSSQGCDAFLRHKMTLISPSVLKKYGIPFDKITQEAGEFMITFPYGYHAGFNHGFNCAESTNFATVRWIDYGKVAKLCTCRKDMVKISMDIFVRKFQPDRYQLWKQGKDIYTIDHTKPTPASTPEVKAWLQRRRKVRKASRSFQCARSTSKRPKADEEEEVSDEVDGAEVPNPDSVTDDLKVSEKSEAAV
# ZTA DNA inh = blocks Epstein-Barr virus ZTA, an EBNA-1 counter-screen. ZTA-DNA binding, fluorescence polarization. inhibition, % at 11 µM. 320,000 compounds, 0.15% hits. AID 2234; in the data active = inhibition above about 33%
# Target sequence (P03206 whole entry, looked up): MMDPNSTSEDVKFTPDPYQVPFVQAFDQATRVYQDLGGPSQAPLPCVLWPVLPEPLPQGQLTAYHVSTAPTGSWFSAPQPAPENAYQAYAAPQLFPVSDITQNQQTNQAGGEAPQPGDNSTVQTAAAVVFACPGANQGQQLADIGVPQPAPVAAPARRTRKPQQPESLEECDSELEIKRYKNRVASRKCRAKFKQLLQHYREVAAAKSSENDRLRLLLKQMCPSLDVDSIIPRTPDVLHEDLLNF
# PP1 inh = blocks human PP1-alpha phosphatase, a PP5 counter-screen; 320,000 compounds, 0.9% hits; inhibition, % at 6.7 µM; AID 2235; P62136; purified PP1alpha, OMFP fluorescence;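 active = inhibition above the mean inhibition of all tested compounds plus 3 SD, computed separately for each screening campaign, cut at about 15% in these data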
# Target sequence (P62136 whole entry, looked up): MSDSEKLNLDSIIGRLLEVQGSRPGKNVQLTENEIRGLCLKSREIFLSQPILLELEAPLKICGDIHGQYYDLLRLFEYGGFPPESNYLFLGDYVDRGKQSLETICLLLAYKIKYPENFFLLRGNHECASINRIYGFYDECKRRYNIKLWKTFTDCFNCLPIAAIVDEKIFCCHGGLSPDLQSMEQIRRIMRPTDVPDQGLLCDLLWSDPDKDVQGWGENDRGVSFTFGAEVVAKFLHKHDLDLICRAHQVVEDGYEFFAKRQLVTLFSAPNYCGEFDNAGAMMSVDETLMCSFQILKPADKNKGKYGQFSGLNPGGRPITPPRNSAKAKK
# EBNA-1 inhibitor = blocks EBNA-1 binding to DNA | EBNA-1 DNA binding, fluorescence polarization | inhibition, % at 14.8 µM | 300,000 compounds, 0.34% hits | AID 1950; in the data active = inhibition above about 28%
# TPT1 inhibitor = inhibitors of Candida albicans tRNA 2'-phosphotransferase TPT1; recombinant caTPT1, FP RNA substrate dephosphorylation; inhibition, % at 5 µM; 300,000 compounds, 0.81% hits; AID 1962;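 active = inhibition above the mean of all tested compounds plus 3 SD, set per screening campaign, cut at about 24% in these data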;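 note: plate controls were DMSO alone for no effect and ferristatin control at 100 nM for full effect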
# PP5 primary = PP5 (human) phosphatase inhibition | P53041 | purified PP5c, OMFP substrate fluorescence | inhibition, % at 6.7 µM | 320,000 compounds, 0.18% hits;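 active = inhibition above the campaign's mean inhibition across all tested compounds plus 3 SD, cut at about 9.5% in these data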;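 note: 0% = DMSO only and 100% = 100 µM cantharidin control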
# CR mimetic SO = yeast age-related superoxide inhibition as caloric restriction mimetic | S. cerevisiae aged cells, superoxide DHE fluorescence; hits give low values | 330,000 compounds, 0.18% hits | superoxide response (% of plate mean), % at 10 µM;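 active = superoxide response under a set limit, about three screen SD below normal, cut at about 65% in these data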;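 note: yeast aged for seven days with compound at 30 °C before DHE staining; 100% = average MFI of all compound-treated wells on the plate with controls excluded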
# Numbers without * were called inactive; . = no result given; & = joins results of further samples.
# A first look, eight compounds:
# Key to letters – A = HCV core dimer; B = Fh CTSL1 inh; C = JMJD2C inh; D = ZTA DNA inh; E = PP1 inh; F = EBNA-1 inhibitor; G = TPT1 inhibitor; H = PP5 primary; I = CR mimetic SO
> Cc1cccc(N=C(NO)c2nonc2N)c1
  A: -7	B: -1	C: -5	D: -8	E: 2	F: 2	G: -3	H: 1.0	I: 128

> CCOC(=O)CCSCC(=O)N1N=C(c2cccs2)CC1c1ccc(C)cc1 (configuration not stated)
  A: 3	B: 1	C: 6	D: 21	E: 2	F: 10	G: -2	H: 0.6	I: 93

> COC(=O)c1ccccc1NC(=O)CC(=O)Nc1ccccc1C(=O)OC
  A: -5	B: 3	C: -5	D: -4	E: -3	F: 3	G: -4	H: -1.0	I: 89

> Cc1ccccc1Cn1nc(C)c(NC(=O)c2noc3c2CCc2ccccc2-3)c1C
  A: 25	B: 0	C: -9&4	D: 11	E: 2	F: 6	G: -3	H: 1.3	I: 108

> CCCCC(=O)Nc1ccc(C(=O)Nc2cc(C(F)(F)F)ccc2Cl)cc1
  A: -6	B: 3	C: 0	D: -3	E: 1	F: 2	G: 4	H: -0.4	I: 98

> O=C(O)C(O)(c1ccccc1)C(O)c1ccccc1 (configuration not stated)
  A: -12	B: 1	C: -21	D: -23	E: 0	F: 7	G: -1	H: 3.4	I: 103

> Cc1ccc2c(CNCc3ccccc3)cc(=O)oc2c1
  A: 6	B: 1	C: 7	D: 1	E: -1	F: -8	G: 0	H: 1.6	I: 96

> CC(C)Cc1nnc(NC(=O)CCC(=O)NCCc2ccccc2)s1
  A: -4	B: 3	C: -12	D: 11	E: 0	F: -18	G: 2	H: 1.5	I: 82

# All compounds of this part, from the first entry:
# Key to letters – A = HCV core dimer; B = Fh CTSL1 inh; C = JMJD2C inh; D = ZTA DNA inh; E = PP1 inh; F = EBNA-1 inhibitor; G = TPT1 inhibitor; H = PP5 primary; I = CR mimetic SO
> Cc1cccc(N=C(NO)c2nonc2N)c1
  A: -7	B: -1	C: -5	D: -8	E: 2	F: 2	G: -3	H: 1.0	I: 128

> CCOC(=O)CCSCC(=O)N1N=C(c2cccs2)CC1c1ccc(C)cc1 (configuration not stated)
  A: 3	B: 1	C: 6	D: 21	E: 2	F: 10	G: -2	H: 0.6	I: 93

> COC(=O)c1ccccc1NC(=O)CC(=O)Nc1ccccc1C(=O)OC
  A: -5	B: 3	C: -5	D: -4	E: -3	F: 3	G: -4	H: -1.0	I: 89

> Cc1ccccc1Cn1nc(C)c(NC(=O)c2noc3c2CCc2ccccc2-3)c1C
  A: 25	B: 0	C: -9&4	D: 11	E: 2	F: 6	G: -3	H: 1.3	I: 108

> CCCCC(=O)Nc1ccc(C(=O)Nc2cc(C(F)(F)F)ccc2Cl)cc1
  A: -6	B: 3	C: 0	D: -3	E: 1	F: 2	G: 4	H: -0.4	I: 98

> O=C(O)C(O)(c1ccccc1)C(O)c1ccccc1 (configuration not stated)
  A: -12	B: 1	C: -21	D: -23	E: 0	F: 7	G: -1	H: 3.4	I: 103

> Cc1ccc2c(CNCc3ccccc3)cc(=O)oc2c1
  A: 6	B: 1	C: 7	D: 1	E: -1	F: -8	G: 0	H: 1.6	I: 96

> CC(C)Cc1nnc(NC(=O)CCC(=O)NCCc2ccccc2)s1
  A: -4	B: 3	C: -12	D: 11	E: 0	F: -18	G: 2	H: 1.5	I: 82

> O=C(C1CC(=O)N(c2ccccc2)C1)N1CCC(c2nc3ccccc3[nH]2)CC1 (configuration not stated)
  A: 0	B: 8	C: -11	D: -15	E: -4	F: -8	G: 1	H: 1.2	I: 85

> COCCNC(=O)c1ccc(CS(=O)(=O)c2ccccc2)o1
  A: 4	B: -2	C: 11	D: 4	E: 0	F: 13	G: 1	H: 0.0	I: 76

> O=C(Nc1ccccc1C(=O)Nc1ccc(Br)cn1)c1ccccc1Cl
  A: .	B: .	C: 5	D: -9	E: 3	F: .	G: .	H: 3.0	I: 109

> Cc1ccc(C(=O)CSc2nnc(-c3ccccc3)n2-c2ccccc2)o1
  A: 0	B: 1	C: -10	D: 7	E: -4	F: 8	G: 0	H: 0.9	I: 82

> Cc1nc(NCCNC(=O)c2ccco2)c2c(C)c(C)sc2n1
  A: -3	B: -2	C: -8	D: 12	E: 2	F: 10	G: -6	H: 2.6	I: 105

> COC(=O)Cc1c(CSc2ccccc2)oc2ccc(O)c(CN(C)C)c12
  A: 0	B: -1	C: -46	D: -10	E: -3	F: -19	G: -1	H: 2.0	I: 112

> CC1CCN(C(=O)CNC(=O)Cn2ccc3ccccc3c2=O)CC1
  A: 5	B: -2	C: 0	D: -3	E: -2	F: -7	G: 1	H: -2.5	I: 96

> Cc1csc(SCC(=O)c2cc(C)n(Cc3cccs3)c2C)n1
  A: 9	B: 2	C: 4	D: 6	E: 9	F: 11	G: -2	H: 1.9	I: 116

> c1ccc(Oc2nc(-c3cccnc3)nc3ccccc23)cc1
  A: 4	B: 2	C: 9	D: 2	E: 5	F: -6	G: 5	H: 1.0	I: 75

> O=C(CCC(=O)N(CC(=O)NC1CCCC1)c1ccccc1F)Nc1nccs1
  A: -8	B: -5	C: 1	D: -21	E: 0	F: -8	G: 0	H: 1.6	I: 97

> O=c1[nH]c2cc(C(F)(F)F)ccc2n1-c1cc(C(F)(F)F)ccc1O
  A: -2	B: 3	C: .	D: -7	E: 4	F: -9	G: 0	H: -8.3	I: 90

> CC(=O)Nc1cccc(Oc2ccc3c(c2)C(=O)N(CCC(=O)O)C3=O)c1
  A: -3	B: 1	C: 20	D: 2	E: -1	F: 7	G: -6	H: 0.5	I: 66

> CC(C(=O)N1CCc2ccccc21)N1CCN(Cc2ccccc2)CC1 (configuration not stated)
  A: 1	B: 4	C: 48	D: -2	E: -2	F: 3	G: 2	H: -0.3	I: 107

> CC1CC1C(=O)OCC(=O)Nc1cccc(S(=O)(=O)NC2=NCCCCC2)c1 (configuration not stated)
  A: 2	B: -10	C: -3	D: 21	E: -2	F: 11	G: 0	H: 1.2	I: 99

> Cc1cc2ncc(S(=O)(=O)C(C)(C)C)c(N)n2n1
  A: 1	B: 0	C: 1	D: 1	E: -2	F: 3	G: 0	H: -2.0	I: 98

> Cc1ccc(C2C(C(=O)c3cc4ccccc4o3)=C(O)C(=O)N2CCN2CCOCC2)cc1 (configuration not stated)
  A: 12	B: -1	C: 0	D: 5	E: 14	F: 0	G: 0	H: 1.5	I: 95

> COC(=O)Cn1ccc2cc(S(=O)(=O)N3CCCCCC3)ccc21
  A: -8	B: -3	C: 4	D: 19	E: -2	F: -1	G: 0	H: 2.4	I: 99

> C#CC[N+](C)(C)CCCCCCCCC
  A: 2	B: -1	C: 8	D: 8	E: 0	F: -2	G: 3	H: -2.1	I: 90

> O=C(Cn1cccc1C(=O)c1ccccc1)NCCC1=CCCCC1
  A: -2	B: 5	C: -2	D: -13	E: 0	F: -9	G: 0	H: 1.4	I: 87

> CC(C(=O)NC1CCCc2ccccc21)N1CCN(Cc2ccc3c(c2)OCO3)CC1 (configuration not stated)
  A: 3	B: -2	C: 2	D: 10	E: -2	F: 3	G: 2	H: -2.2	I: 105

> CCOC(=O)C1CCN(C(=O)c2cc3cc(Br)ccc3oc2=O)CC1
  A: -16	B: 3	C: -4	D: -8	E: 4	F: 3	G: -2	H: -0.4	I: 157

> O=[N+]([O-])c1cccnc1N1CCC(c2cc(-c3ccc(Cl)cc3)n[nH]2)CC1
  A: 0	B: 0	C: 13	D: -12	E: 10	F: 1	G: -1	H: 3.1	I: 116

> Cc1sc2nc(CSc3nnnn3-c3ccc(Cl)cc3)[nH]c(=O)c2c1C
  A: 31	B: 2	C: 7	D: 10	E: 6	F: 5	G: 31*	H: 0.8	I: 92

> C[N+](C)(CC#Cc1ccccc1)CC(=O)c1ccccc1
  A: -1	B: -2	C: -1	D: -6	E: -2	F: -2	G: 0	H: -0.2	I: 98

> COCCn1c(SCC(=O)Nc2c(C)n(C)n(-c3ccccc3)c2=O)nnc1-c1ccncc1
  A: .	B: .	C: -18	D: -2	E: -5	F: .	G: .	H: 0.3	I: 124

> COc1ccc(CNC(=O)COC(=O)c2ccc(OCc3c(C)noc3C)cc2)cc1OC
  A: -3	B: 0	C: 2	D: -7	E: -2	F: -15	G: 0	H: 3.1	I: 103

> Cc1cccn2cc(CNc3ccccc3)nc12
  A: 3	B: -3	C: 16	D: 7	E: 0	F: 5	G: -1	H: -1.7	I: 119

> COc1cc(/C=C/C(=O)O)ccc1OCc1ccc([N+](=O)[O-])cc1
  A: -1	B: -2	C: 8	D: -7	E: -2	F: -7	G: -5	H: 2.8	I: 102

> Cc1cc(C(=O)NNS(=O)(=O)c2ccc(F)cc2)nn1C(C)(C)C
  A: 2	B: 1	C: -2	D: -9	E: -3	F: 3	G: 2	H: -0.6	I: 100

> O=C(Cc1ccc(-n2cccc2)cc1)N1CCc2ccccc21
  A: 39	B: 0	C: 7	D: 4	E: -1	F: -4	G: 0	H: 1.2	I: 103

> CS(=O)(=O)c1ccccc1C(=O)Nc1cccc(-c2nc3ccccc3o2)c1
  A: 2	B: 1	C: 26	D: 6	E: 1	F: 0	G: -2	H: 2.0	I: 90

> CCOC(=O)c1cc2sccc2n1CC(=O)O
  A: 2	B: -2	C: 4	D: -13	E: -3	F: -3	G: -2	H: 2.0	I: 117

> CCOc1cc(C(c2c(C)[nH][nH]c2=O)c2c(C)[nH][nH]c2=O)ccc1O
  A: 1	B: 4	C: 15	D: 1	E: -5	F: 6	G: 1	H: -0.3	I: 92

> C/C(=N\NC(=O)c1cccc(C)c1)c1cccc(NC(=O)c2ccco2)c1
  A: -3	B: -7	C: 10	D: 1	E: -8	F: -1	G: -3	H: 2.1	I: 86

> N#Cc1ccc(NC(=O)C2=COCCO2)cc1
  A: .	B: .	C: -1	D: 1	E: -2	F: .	G: .	H: 1.4	I: 81

> CCOc1cc(/C=N/NC(=O)c2ccc(N(C)S(=O)(=O)c3ccccc3)cc2)ccc1OC
  A: -3	B: 1	C: 6	D: -35	E: -6	F: 4	G: -2	H: -6.6	I: 116

> COC(=O)c1ccccc1OC(=O)c1cc2ccccc2oc1=O
  A: 3	B: 4	C: -4	D: -4	E: 0	F: -5	G: 6	H: 1.8	I: 105

> COc1ccc(-c2cc(C(=O)NCc3ccco3)c3ccccc3n2)cc1OC
  A: 1	B: 2	C: 1	D: 9	E: 0	F: 13	G: -3	H: 1.0	I: 84

> CC1Cc2ccccc2N1C(=O)CN1CCC(n2nnc3cc(C(F)(F)F)ccc32)CC1 (configuration not stated)
  A: 5	B: 5	C: 5	D: -2	E: 4	F: 7	G: 4	H: 0.7	I: 94

> COc1cc(Cl)c(CN2CCC(CCC(=O)NC3CC3)CC2)cc1OC
  A: -21	B: -4	C: 98	D: -23	E: -2	F: -14	G: -2	H: 6.6	I: 95

> CCCCn1c(SCC(=O)Nc2nnc(CC)s2)nc2ccccc2c1=O
  A: -3	B: -2	C: 8	D: -10	E: 0	F: -17	G: 1	H: 3.8	I: 122

> COc1ccc(NC(=O)CSC(C)c2nc3ccccc3c(=O)[nH]2)cc1 (configuration not stated)
  A: -8	B: 0	C: -3	D: 0	E: 2	F: -3	G: 1	H: 0.5	I: 94

# From PubChem BioAssay
